SENP7 inh – SENP7 protease inhibitors, primary screen, biochemical, luminescence, uHTS. recombinant SENP7, Z-RLRGG-aminoluciferin luminescence, 40 min. inhibition, % at 5 µM. 330,000 compounds, 1.5% hits. AID 434973, 2010;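 active = inhibition above about 50% at the single test dose, limit read from the data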;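 also: plate controls were DMSO with enzyme for no effect and no enzyme buffer wells for full effect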
SENP8 inh – SENP8 protease inhibitors, primary screen, biochemical, luminescence; Sentrin-specific protease 8 (Homo sapiens), Q96LD8; purified SENP8, Z-RLRGG-aminoluciferin cleavage; inhibition, % at 10 µM; 330,000 compounds, 1.2% hits
697 NFkB inh – inhibitors of PMA/ionomycin-induced NF-kB reporter, 697 cells, primary screen, B-cell NF-kB inhibitor project, cell-based, luminescence, uHTS; 697 B-cell NF-kB luciferase reporter, 16 h; inhibition, % at 4 µM; 330,000 compounds, 0.33% hits; AID 435022, 2010; in the data active = inhibition above about 35%
Gli-Sufu block – Gli-Sufu pathway antagonists, primary screen, luciferase luminescence, Sufu-KO-LIGHT cells, uHTS. Sufu-KO-LIGHT fibroblasts, Gli luciferase reporter luminescence. inhibition, % at 5 µM. 340,000 compounds, 0.74% hits. AID 588413, 2011;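 active = inhibition above about 55%, limit read from the data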;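 also: 0% = DMSO-treated cells and 100% = wells with medium but no cells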
Apaf1 inhib – inhibitors of human Apaf-1 apoptosome, primary screen, biochemical, DEVD-Rh110 fluorescence, uHTS | reconstituted apoptosome caspase-3 activity | inhibition, % at 20 µM | 330,000 compounds, 0.71% hits; active = inhibition of at least 40% at 20 µM;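 also: plate controls were DMSO wells for no effect and DEVD-CHO caspase inhibitor wells for full effect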
Target sequence (O14727 whole entry, looked up): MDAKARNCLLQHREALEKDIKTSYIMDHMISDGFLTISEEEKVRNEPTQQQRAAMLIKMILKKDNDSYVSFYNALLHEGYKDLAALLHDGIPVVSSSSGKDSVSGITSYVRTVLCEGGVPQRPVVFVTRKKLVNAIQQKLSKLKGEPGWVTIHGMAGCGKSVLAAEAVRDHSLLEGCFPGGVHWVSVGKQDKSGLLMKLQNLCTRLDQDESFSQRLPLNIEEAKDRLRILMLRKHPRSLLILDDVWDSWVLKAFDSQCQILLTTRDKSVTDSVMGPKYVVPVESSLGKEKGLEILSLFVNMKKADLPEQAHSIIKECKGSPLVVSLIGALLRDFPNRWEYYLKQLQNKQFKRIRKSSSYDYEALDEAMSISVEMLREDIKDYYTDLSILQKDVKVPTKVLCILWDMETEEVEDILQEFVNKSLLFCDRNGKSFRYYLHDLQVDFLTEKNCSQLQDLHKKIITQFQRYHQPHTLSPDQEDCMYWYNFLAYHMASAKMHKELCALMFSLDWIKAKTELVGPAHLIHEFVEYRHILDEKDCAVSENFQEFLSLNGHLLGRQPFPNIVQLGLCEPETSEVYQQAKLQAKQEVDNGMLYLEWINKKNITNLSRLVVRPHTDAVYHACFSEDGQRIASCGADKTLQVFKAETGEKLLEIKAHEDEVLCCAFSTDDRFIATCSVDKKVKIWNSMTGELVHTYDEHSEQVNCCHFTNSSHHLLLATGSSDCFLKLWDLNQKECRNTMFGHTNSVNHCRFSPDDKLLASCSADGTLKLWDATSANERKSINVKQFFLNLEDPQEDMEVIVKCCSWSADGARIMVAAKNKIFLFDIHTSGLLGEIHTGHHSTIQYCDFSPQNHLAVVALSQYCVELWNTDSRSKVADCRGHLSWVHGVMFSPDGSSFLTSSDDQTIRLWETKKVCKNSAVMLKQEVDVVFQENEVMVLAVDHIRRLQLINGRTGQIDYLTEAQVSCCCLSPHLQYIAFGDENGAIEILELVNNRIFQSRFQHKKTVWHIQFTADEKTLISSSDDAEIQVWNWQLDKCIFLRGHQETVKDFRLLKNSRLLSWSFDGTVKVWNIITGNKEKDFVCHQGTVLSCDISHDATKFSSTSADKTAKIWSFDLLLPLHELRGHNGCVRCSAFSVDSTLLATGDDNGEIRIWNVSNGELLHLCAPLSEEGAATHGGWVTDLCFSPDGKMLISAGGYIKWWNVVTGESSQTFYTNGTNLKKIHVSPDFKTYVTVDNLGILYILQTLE
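Material: reconstituted apoptosome with Apaf-1, cytochrome c, caspase-9, procaspase-3, dATP. Technique: Rh110 fluorescence intensity. Buffer or medium: pH 7.5 Hepes buffer with CHAPS, BSA, DTT. Times: 30 min plus 50 min, RT.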
Jurkat NFkB inh – inhibitors of induced NF-kB luciferase reporter, primary screen, TCR NF-kB activation inhibitor project, cell-based, luminescence, uHTS | AID 435003, 2010 | inhibition, % at 4 µM | Jurkat, PMA/ionomycin-induced NF-kB luciferase reporter | 330,000 compounds, 0.53% hits
HKDC1 inhibitor – HKDC1 hexokinase inhibitors, primary screen, biochemical, fluorescence, uHTS | Q2TB90 | 340,000 compounds, 0.16% hits | AID 493160, 2011 | inhibition, % at 20 µM | recombinant HKDC1, G6PDH/diaphorase resazurin coupled fluorescence;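 active = inhibition above about 35% when tested at 20 µM, limit read from the data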;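 also: plate controls were DMSO wells with enzyme for no effect and DMSO wells lacking enzyme for full effect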
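System: Recombinant HKDC1 hexokinase | Amount: HKDC1 at 5 µg/mL | Reagent: Glucose with 1 mM ATP | Doses: Single 20 µM dose | Incubation: Reaction time 90 min, room temperature, protected from light | Signal: Coupled resazurin fluorescence, excitation 525 nm, emission 613 nm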
UBC13 polyUb – UBC13 polyubiquitin chain formation inhibitors, primary screen, biochemical, TR-FRET, uHTS; Ubiquitin-conjugating enzyme E2 N (Homo sapiens), P61088; inhibition, % at 20 µM; 330,000 compounds, 0.47% hits; AID 485273, 2010; in the data active = inhibition above about 45%, passing the limit was not always enough
An asterisk follows results filed as active; / = no result given. Rule as the data show it, unless noted: active = inhibition above about 50%; inactive = the rest.

Sample of the layout, 3 compounds:
SMILES	SENP7 inh	SENP8 inh	697 NFkB inh	Gli-Sufu block	Apaf1 inhib	Jurkat NFkB inh	HKDC1 inhibitor	UBC13 polyUb
COC(=O)C1CC(=O)N(Cc2ccccc2)C1 (centres undefined)	4	-1	15	-8	-10	1	6	-7
CC(C)Nc1ccc(-n2nc3ccccc3[n+]2[O-])cc1	34	15	-129	-42	1	-80	7	0
Cc1ccc(C)c(NC(=O)CSc2nnc(-c3cc(C)[nH]n3)n2N)c1	-16	-11	-3	/	-4	1	-2	-5

This part in full (from the top)
SMILES	SENP7 inh	SENP8 inh	697 NFkB inh	Gli-Sufu block	Apaf1 inhib	Jurkat NFkB inh	HKDC1 inhibitor	UBC13 polyUb
COC(=O)C1CC(=O)N(Cc2ccccc2)C1 (centres undefined)	4	-1	15	-8	-10	1	6	-7
CC(C)Nc1ccc(-n2nc3ccccc3[n+]2[O-])cc1	34	15	-129	-42	1	-80	7	0
Cc1ccc(C)c(NC(=O)CSc2nnc(-c3cc(C)[nH]n3)n2N)c1	-16	-11	-3	/	-4	1	-2	-5
COC(=O)c1c(NC(=O)C2CC2)sc(C(=O)Nc2ccccc2)c1C	-3	-7	-108	-107	7	-92	-4	-2
c1ccc(Oc2c3ccccc3nc3ccccc23)cc1	16	-13	-27	3	-8	14	6	-4
CCOc1ccc(CC(=O)Nc2nccs2)cc1OCC	12	4	6	-9	-3	-7	-6	-6
O=C(O)C1OC(Oc2cc3oc(-c4ccccc4)cc(=O)c3c(O)c2O)C(O)C(O)C1O (centres undefined)	-2	5	1	-32	-5	8	3	-2
COc1cc([C@@H]2CC=C(C(=O)O)CN2S(=O)(=O)c2ccc(C)cc2)cc(OC)c1OC	3	-9	2	-9	-2	-1	-2	-2
Cc1nc(SCC(=O)O)n[nH]1	-4	-11	13	-2	-14	-1	-2	-7
C[n+]1ccc(C(=O)Nc2ccccc2Cl)cc1	1	5	2	6	2	-9	-7	-6
CCc1cccc2c1NC(=O)C21OCCO1	-2	-7	-8	-5	5	-10	1	-1
O=C1OC(N2CCN(C(=O)C3CCCO3)CC2)c2ccccc21 (centres undefined)	1	-8	-10	3	8	-6	-3	-5
Cc1ccccc1S(=O)(=O)Cc1ccc(C(=O)NC2CCCCCC2)o1	-12	-4	-28	-1	7	1	-6	-3
CCOC(=O)CSc1nc(C)cc2c1C(=O)OC2	-11	11	-18	24	-2	2	-3	-5
Cc1cc(NC(=O)CSc2nc(C(C)(C)C)nc3ccccc23)no1	-3	-2	-62	2	-11	57*	-13	2
Cc1cccc(C2=NN(c3ccc(Br)cc3)[C@@H](C(=O)N3CCOC3=O)[C@@H]2c2ccc(F)cc2)c1	-4	-6	6	-8	-7	15	7	44
O=C(NC1CC(=O)N(c2ccccc2)C1)C1CC1 (centres undefined)	1	-4	10	-3	2	2	0	-9
COc1ccc(-c2nn(-c3ccccc3)cc2C(=O)Nc2ccc(C(=O)O)cc2)cc1OC	7	-7	1	-14	9	-8	-8	-8
O=C(COC(=O)c1n[nH]c2ccccc12)NCCc1ccccc1	-12	-13	-20	-2	2	-15	-2	-13
CC(C)(C)OC(=O)N1CCC[C@H]1c1nnc(SCc2ccccc2)o1	4	5	5	-4	-11	-7	-3	4

Ordered by SMILES length (lowest first): part of the list above
SMILES	SENP7 inh	SENP8 inh	697 NFkB inh	Gli-Sufu block	Apaf1 inhib	Jurkat NFkB inh	HKDC1 inhibitor	UBC13 polyUb
CCc1cccc2c1NC(=O)C21OCCO1	-2	-7	-8	-5	5	-10	1	-1
COC(=O)C1CC(=O)N(Cc2ccccc2)C1 (centres undefined)	4	-1	15	-8	-10	1	6	-7
CCOC(=O)CSc1nc(C)cc2c1C(=O)OC2	-11	11	-18	24	-2	2	-3	-5
O=C1OC(N2CCN(C(=O)C3CCCO3)CC2)c2ccccc21 (centres undefined)	1	-8	-10	3	8	-6	-3	-5
Cc1cc(NC(=O)CSc2nc(C(C)(C)C)nc3ccccc23)no1	-3	-2	-62	2	-11	57*	-13	2
CC(C)(C)OC(=O)N1CCC[C@H]1c1nnc(SCc2ccccc2)o1	4	5	5	-4	-11	-7	-3	4

Next structures:
SMILES	SENP7 inh	SENP8 inh	697 NFkB inh	Gli-Sufu block	Apaf1 inhib	Jurkat NFkB inh	HKDC1 inhibitor	UBC13 polyUb
COc1ccc(C2CC(=O)C=C(NCc3ccc4c(c3)OCO4)C2)cc1 (centres undefined)	-4	5	-18	-1	-19	-5	-3	0
O=c1[nH]c(CN2CCN(C/C=C/c3ccccc3)CC2)nc2ccccc12	-2	-3	3	8	2	-8	6	-13
COc1ccc(CCNC(=O)C2CCC(=O)N(C3CC3)C2)c(OC)c1 (centres undefined)	15	-6	-9	-4	-7	-17	-6	-1
COc1ccc(C(C(=O)NCCC(C)C)N(CCO)C(=O)c2snc(C(N)=O)c2N)cc1OC (centres undefined)	-8	-4	3	0	-5	-14	-2	8
Cc1ccc(C(=O)OC(C)C(=O)Nc2ccc3c(c2)OCO3)c(O)c1 (centres undefined)	-1	-6	-9	-1	-1	-11	-3	-5
Cc1ccc2c(c1)c1nnc(SCC(=O)Nc3ccccc3C(F)(F)F)nc1n2CC(=O)O	-6	-9	2	5	9	-2	16	-5
O=C(CN1CCN(S(=O)(=O)c2ccc(F)cc2)CC1)N1CCOCC1	2	-3	3	4	4	11	-2	1
CCOc1ccc(Nc2oc(-c3cccc(Cl)c3)nc2C#N)cc1	-2	-1	-16	-23	-6	-27	-8	-1
CCc1ccc(C(C)NC(=O)Cn2cnc3c(=O)n(C)c(=O)n(C)c32)cc1 (centres undefined)	-4	-15	14	5	-2	1	-4	-8
Cc1c(C(=O)Nc2cccc(F)c2)cnn1-c1ccccc1	41	35	-134	-135	7	-141	-2	3
Cc1onc(-c2ccccc2)c1C(=O)N1CCN(c2ccccc2F)CC1	0	6	10	-13	5	6	-4	4
Cc1csc(=O)n1CC(=O)OCC(=O)NCc1ccc(Cl)cc1Cl	-3	-8	18	0	-3	2	0	4
Cc1ccc(CNC(=O)C2(c3cccs3)CCOCC2)cc1	-1	2	-62	-6	-5	40	-6	-6
Cc1ccc(S(=O)(=O)N(C)CC(=O)Nc2ccc3c(c2)OCO3)cc1	-7	-10	-8	-4	15	-13	-4	3
COc1cccc(CN(C)C(=O)Nc2cccc(C(F)(F)F)c2)c1OC	-6	-13	-7	4	-3	3	-7	-7
CCC(=O)Nc1cccc(NC(=O)c2cccc([N+](=O)[O-])c2)c1	6	-11	10	7	-18	3	-7	9
O=S(=O)(NCCNS(=O)(=O)c1c(F)cccc1F)c1ccc2c(c1)OCCO2	-2	6	1	-24	7	1	-5	6
Cc1cccc(N(CC(=O)NC2CCCCC2)C(=O)CCCC(=O)Nc2ccccn2)c1	1	2	-13	-3	-4	-11	-4	0
Cc1nc2ccc(Cl)cc2c(-c2ccccc2)c1CC(=O)O	-8	-16	4	-3	-7	-1	-9	-9
Cc1oc2ccc(OCC(N)=O)cc2c1C(=O)OC(C)C	-5	1	-12	3	13	-14	1	6

Look-ups from the entries so far.
In SENP8 inh, Cc1c(C(=O)Nc2cccc(F)c2)cnn1-c1ccccc1 has the entry 35
In Gli-Sufu block, Cc1csc(=O)n1CC(=O)OCC(=O)NCc1ccc(Cl)cc1Cl has the entry 0

Following part:
SMILES	SENP7 inh	SENP8 inh	697 NFkB inh	Gli-Sufu block	Apaf1 inhib	Jurkat NFkB inh	HKDC1 inhibitor	UBC13 polyUb
CN1CCCNc2nc3ccccc3nc21	2	1	2	-18	-10	-10	-2	10
COc1cccc(CNC(=O)COC(=O)CNC(=O)c2ccc(-c3ccccc3)cc2)c1	-7	6	10	0	27	-8	-4	17
COc1ccc(/C(O)=C2/C(=O)C(=O)N(Cc3ccco3)C2c2cccs2)cc1 (centres undefined)	-8	0	-35	2	-64	-32	2	-21
COc1cccc(COc2nc3c(c(=O)n(C)c(=O)n3C)n2C)c1	-6	-10	-24	-13	0	-11	-4	2
O/N=C(/CCc1ccccc1)c1ccc2c(c1)OCCO2	52*	47	-57	-76	11	-58	3	24
COc1ccc(OC)c(C2=NOC(C(=O)NCCN3CCOCC3)C2)c1 (centres undefined)	3	4	16	3	-11	-1	-6	0
N#CCC(=O)Nc1ccccc1C(=O)O	-11	-15	0	-3	5	-5	-1	-4
CC1(C)CC(=O)C(c2c[nH]c3ccccc23)C(=O)C1	-3	-1	22	1	-22	12	0	-4
O=C(Nc1ccccc1)c1nnsc1S(=O)c1ccc(Cl)cc1 (centres undefined)	22	-2	-80	0	1	-46	17	33
C#CCOCCOCCOCCNc1nc(N2CCN(C(=O)[C@H]([C@@H](C)CC)n3cc([C@@H](N)CO)nn3)CC2)nc(N2CCN(C(=O)[C@H](CCCCN)n3cc([C@@H](N)CO)nn3)CC2)n1	-9	-17	10	-6	17	0	-3	-6
O=C1N(Cc2ccccc2F)c2ccccc2C12OCCCO2	0	-1	11	-3	-4	1	0	0
CCN(CC)CCCNCC(=O)Nc1ccc2c(c1)CCC2	1	-1	13	12	-10	0	-3	3
CC(OC1=CC(=O)CCC1)C(=O)c1ccccc1 (centres undefined)	-4	1	-26	-3	5	-12	-7	-20
CC(C)SC1=NC(C)(C)C=C(/C=C/c2ccc(Cl)cc2Cl)N1	13	1	1	3	22	3	9	1
CCCCCN1N=C(C)CC1=O	-8	0	-2	5	7	0	-13	-2
Nc1ccc(Sc2ccccc2Cl)nc1	-2	1	3	-2	10	3	-2	-9
CCCCN1C[C@H](O)[C@@H](O)[C@H](O)[C@H]1CO	8	7	-1	-1	-10	9	-10	5
Cc1ccc2nc(-c3ccc(NC(=O)CN(C)S(=O)(=O)c4ccccc4)cc3)sc2c1	-7	-4	-247	/	12	-190	/	-5
O=C(Nc1ccccc1Cl)c1c(F)c(F)c(F)c(F)c1F	-6	-9	-3	-18	11	-1	-4	-4
CN(Cc1ccccc1)C(=O)COC(=O)c1cc(S(=O)(=O)N(C)C)ccc1N1CCCC1	6	-2	8	45	17	-14	3	0
CCOC(=O)/C(C#N)=C1/SC(CC)C(=O)N1c1ccc(C)cc1 (centres undefined)	11	-5	2	9	2	9	2	-8
COc1ccc(CNc2nc3nc(C)cc(C)n3n2)cc1OC	-8	-9	8	-5	0	4	12	-6
O=C(Nc1ccccc1)/C(=C/c1cccnc1)NC(=O)c1ccco1	-1	-3	4	1	-13	11	7	10

Reprinted at random: two records from the list, in no set order.
SMILES	SENP7 inh	SENP8 inh	697 NFkB inh	Gli-Sufu block	Apaf1 inhib	Jurkat NFkB inh	HKDC1 inhibitor	UBC13 polyUb
O/N=C(/CCc1ccccc1)c1ccc2c(c1)OCCO2	52*	47	-57	-76	11	-58	3	24
O=C(Nc1ccccc1)/C(=C/c1cccnc1)NC(=O)c1ccco1	-1	-3	4	1	-13	11	7	10

Screening results deposited in PubChem BioAssay by Sanford-Burnham Center for Chemical Genomics.
